Screens: PubChem, Sanford-Burnham Center for Chemical Genomics
LYP inhibition = inhibitors of LYP phosphatase, biochemical, fluorescence intensity, uHTS (AID 1779); 0.054% of 290,000 active; recombinant LYP phosphatase, fluorescence intensity; higher % means a stronger effect; inhibition, % at 11.5 µM; hits with a dose series show IC50 in µM;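 also: plate controls were vehicle with enzyme for no effect and no enzyme for full effect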
KOR beta-arrestin-1 = kappa opioid receptor activators – cell-based, luminescence, uHTS, primary screen (AID 1777); KOR beta-arrestin recruitment, luminescence; higher % means a stronger effect; activation, % at 10 µM, or EC50 in µM where a hit was titrated; 0.02% of 280,000 active; in the data active = activation above about 50%, passing the limit was not always enough; also: a part of the inactive calls stands beside numbers as strong as those of hits
HEK293 NOD2/NF-kB = NOD2 signaling inhibitors, cell-based, luminescence, uHTS, HEK293 (AID 1566); 0.63% of 290,000 active; HEK293 NOD2/NF-kB luciferase reporter, luminescence; higher % means a stronger effect; inhibition, % at 4 µM; hits with a dose series show EC50 in µM; also: many of its hits are not listed in these tables
human PMI inhibition = MPI enzyme activity inhibition – biochemical, fluorescence intensity, coupled assay, primary screen (AID 1209) | purified PMI enzyme, coupled fluorescence intensity; higher % means a stronger effect | inhibition, % at 20 µM, or IC50 in µM where a hit was titrated | 0.42% of 190,000 active;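 also: plate controls were DMSO vehicle for no effect and wells lacking substrate for full effect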
KOR beta-arrestin-2 = kappa opioid receptor blockers – cell-based, luminescence, uHTS (AID 1778). KOR beta-arrestin recruitment, luminescence, antagonist mode; higher % means a stronger effect. one-dose inhibition, % at 10 µM; IC50 in µM for titrated hits. 0.091% of 290,000 active; also: strong numbers were not always called active
XIAP antagonists = small molecules displacing peptide from XIAP – biochemical, IAP family, fluorescence polarization (AID 1018); 0.007% of 200,000 active; XIAP BIR domain, fluorescence polarization peptide displacement; higher % means a stronger effect; displacement, % at 20 µM; hits with a dose series show IC50 in µM; in the data active = displacement above about 50%; also: a part of the inactive calls stands beside numbers as strong as those of hits
NOD1 inhibition = NOD1 signaling inhibitors, primary screen, cell-based, luminescence, uHTS (AID 1578); NOD1-driven NF-kB luciferase reporter cells, luminescence; higher % means a stronger effect; one-dose inhibition, % at 4 µM; EC50 in µM for titrated hits; 1% of 290,000 active; in the data active = inhibition mostly above about 36%, no sharp cut-off; inactive = mostly below about 34%;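 also: HEK-293T reporter cells stimulated with the NOD1 agonist gamma-tri-DAP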
PMI inhibition = MPI inhibition at elevated mannose 6-phosphate – biochemical, fluorescence intensity, high mannose 6-phosphate, primary screen (AID 1220). recombinant PMI enzyme, coupled fluorescence intensity; higher % means a stronger effect. inhibition, % at 20 µM; hits with a dose series show IC50 in µM. 0.66% of 190,000 active
TNAP activators = stimulation of alkaline phosphatase TNAP activity – biochemical, luminescent, no phosphate acceptor, uHTS, primary screen (AID 1001); 0.03% of 200,000 active; purified TNAP, luminescent activation assay, no phosphate acceptor; higher activation fold means a stronger effect; activation fold at 20 µM, or EC50 in µM where a hit was titrated; in the data active = activation fold from about 3, or a potency from the dose series; inactive = the rest, 99 in 100 with activation fold below about 1.6; also: many of its hits are not listed in these tables
An asterisk follows results filed as active; . = not tested or not shown; [ ] = remark or other dose. Rule as the data show it, unless noted: active = inhibition above about 50%; inactive = the rest. An excerpt. The share of hits here may be higher or lower than overall.

SMILES	LYP inhibition	KOR beta-arrestin-1	HEK293 NOD2/NF-kB	human PMI inhibition	KOR beta-arrestin-2	XIAP antagonists	NOD1 inhibition	PMI inhibition	TNAP activators
CCOC(=O)c1cccc(NC(=O)c2cccs2)c1	0%	5.5%	-40%	-8%	-1%	-4.4%	-62%	-1%	1
CCN(CC)C(=O)CC1(c2ccccc2OC)CCOC(C(C)C)C1 (configuration not stated)	-11%	-6.8%	6%	0%	3%	-4.7%	12%	-6%	1.1
NS(=O)(=O)c1ccc(CNC(=O)c2cc(-c3ccccc3)nc3ccccc23)cc1	-3%	-2.1%	13%	.	5%	.	2%	.	.
COc1ccc(NC(=O)CSc2nc3scc(C)c3c(=O)[nH]2)cc1	-16%	-1.3%	5%	.	17%	.	-36%	.	.
COc1ccc(NC(=O)C(NC(=O)c2ccc(=O)[nH]c2)c2ccc(OC)cc2)cc1 (configuration not stated)	3%	-0.7%	-13%	2%	1%	-3.8%	-31%	-5%	0.9
COc1ccccc1N1CCN(CC(O)COCc2cccs2)CC1 (configuration not stated)	-6%	11%	3%	-2%	-43%	-10%	21%	-4%	1
O=C(COC(=O)c1ccc2c(c1)OCCO2)Nc1cccc(S(=O)(=O)N2CCOCC2)c1	-6%	-3.0%	3%	6%	-3%	-2.1%	-24%	7%	1.1
Cc1sc(=NC(=O)c2ccco2)n(C)c1-c1ccccc1	0%	5.6%	-150%	11%	-8%	-2.8%	-16%	10%	1.1
CCOC(=O)C1CCc2nc3ccccc3c(=O)n21 (configuration not stated)	-13%	4.8%	10%	1%	23%	-1.4%	8%	0%	1.1
COc1cccc(Sc2nc(-c3ccccc3)ncc2S(C)(=O)=O)c1	-2%	-3.5%	25%	.	47%	.	9%	.	.
COc1ccc(CCNC(=O)CSc2nc(-c3ccco3)cc(C(F)(F)F)n2)cc1	2%	9.2%	4%	5%	-20%	-16%	-5%	10%	1
Cc1ccc(-c2nn3c(C)nnc3s2)cc1NC(=O)c1ccc(OC(C)C)cc1	-3%	-5.7%	-10%	2%	32%	6.8%	-20%	-7%	1.2
O=C(CN(c1ccccc1)S(=O)(=O)c1ccccc1)Nc1ccc(F)cc1	-3%	4.1%	-24%	.	-16%	.	-11%	.	.
CCC(=O)OCC(=O)Nc1cc(C)c(C)cc1[N+](=O)[O-]	-4%	-2.1%	8%	2%	11%	-1.5%	-19%	-3%	1.1
Cc1ccc(-c2nnn(CC(=O)N(c3cnc4ccccc4c3)C(C(=O)NC3CCCC3)c3ccncc3)n2)o1 (configuration not stated)	-8%	-2.6%	6%	9%	-3%	-8.9%	-19%	12%	1.1
Cc1ccc(S(=O)(=O)N=S(CCO)CCO)cc1	-8%	3.2%	14%	-5%	0%	0.7%	-21%	-6%	1
O=C1NC2(CCCC2)Oc2ccccc21	0%	-3.0%	-10%	-4%	6%	-6.8%	-25%	15%	1.1
O=C(CN1C(=O)CC(c2ccccc2)Sc2ccccc21)NCC1CCCO1 (configuration not stated)	-3%	1.4%	-14%	-7%	8%	-9.3%	-33%	-9%	1
CC(=O)c1cccc(CN2CCC(C(=O)Nc3cccc(-c4ccn[nH]4)c3)CC2)c1	-4%	2.7%	17%	.	-42%	.	17%	.	.
CCCCCCCN1C(Nc2ccccc2)=NC[C@@H]1CC(C)C	-7%	-2.1%	-5%	.	-41%[20 µM]	.	-32%	.	.
N#CCCn1cc(/C=N/O)c(-c2ccccc2)n1	-6%	-1.0%	-4%	11%	-17%	-10%	15%	1%	1.1
CCN1CCN(CC(O)COCCOc2ccc(Br)cc2)CC1 (configuration not stated)	-8%	1.2%	22%	-32%	2%	-2.5%	-19%	-20%	1.1
COc1ccc(NC(=O)COc2ccccc2Cc2ccccc2)cc1S(N)(=O)=O	-4%	-5.1%	19%	.	9%	.	-17%	.	.
Cn1cnnc1SCC(=O)Nc1ccc2nc(SCc3ccccc3)sc2c1	0%	5.0%	-61%	-12%	-11%	-7.0%	-47%	-10%	1.1
O=[N+]([O-])c1cc2c(cc1/C=N/n1c(-c3ccccn3)n[nH]c1=S)OCO2	-9%	-0.3%	15%	42%	17%	-3.7%	-18%	32%	1
C/C(=N\OCC(=O)Nc1ccccc1C(C)(C)C)c1ccc2c(c1)OCCO2	5%	-1.0%	1%	3%	-15%	-10%	-13%	-2%	1.1
Cc1cc(C(C)(C)C)ccc1OCCCCN1CCCC1	-12%	1.7%	12%	-10%	-21%	3.0%	-74%	-13%	1.1
CCOC(=O)C1=C(O)/C(=C/c2ccc(CNC(=O)C(=O)Nc3ccc(C)cc3)o2)N=C1C	0%	-9.7%	0%	-38%	12%	-3.8%	-19%	-54%	1.1
COc1cc(CN2CCC(Cc3ccccc3)CC2)cc(OC)c1OC	-6%	1.8%	-33%	.	-54%[20 µM]	.	-26%	.	.
CC(C)(C)c1cc(C(=O)NNC(=O)c2ccc(Cl)cc2)no1	-6%	7.3%	0%	.	14%	.	-15%	.	.
O=C(NCC1(c2ccccc2)CCCC1)c1ccc(Br)cc1	2%	12%	5%	19%	-8%	2.9%	6%	11%	1
Cc1ccc(/C=N\NC(=O)/C(=C\Nc2nccc(C)n2)NC(=O)c2ccccc2)cc1	2%	-0.8%	19%	.	10%	.	8%	.	.
C/C(=N\Nc1ccc(Cl)c(C(=O)O)c1)c1cc2ccccc2o1	2%	-0.9%	-21%	-61%	-11%	-7.4%	-32%	-44%	1.1
COc1ccc(C(=O)Oc2ccc(/C=N/NC(=O)c3ccccc3OC)cc2[N+](=O)[O-])cc1	2%	38%	6%	3%	34%	-2.8%	-13%	3%	1.1
COc1ccc(CCNC(=O)C(=O)NCC2OCCN2S(=O)(=O)c2cccs2)cc1 (configuration not stated)	-4%	1.1%	4%	.	-12%	.	-31%	.	.
COc1ccc(Oc2c(C)oc3cc(OC(=O)N4CCOCC4)ccc3c2=O)cc1	-12%	-2.9%	25%	8%	-4%	-2.9%	-18%	7%	1.1
COn1c(-c2ccc(C)cc2)nc2ncccc21	-5%	-3.9%	12%	.	-4%	.	1%	.	.
COc1ccc(NC(=O)c2ccc3nc[nH]c3c2)cc1	-6%	44%	1%	.	13%	.	0%	.	.
N#Cc1cc([N+](=O)[O-])cnc1N(CCO)CCO	-4%	5.0%	12%	8%	7%	-4.0%	-17%	15%	1.1
Cc1ccc(N2CCN(C(=S)Nc3ccccc3C)CC2)cc1	-7%	-5.3%	-2%	.	-9%[20 µM]	.	-12%	.	.

Arranged by length of the SMILES (ascending): 6 of the compounds above
SMILES	LYP inhibition	KOR beta-arrestin-1	HEK293 NOD2/NF-kB	human PMI inhibition	KOR beta-arrestin-2	XIAP antagonists	NOD1 inhibition	PMI inhibition	TNAP activators
COn1c(-c2ccc(C)cc2)nc2ncccc21	-5%	-3.9%	12%	.	-4%	.	1%	.	.
N#CCCn1cc(/C=N/O)c(-c2ccccc2)n1	-6%	-1.0%	-4%	11%	-17%	-10%	15%	1%	1.1
O=C(NCC1(c2ccccc2)CCCC1)c1ccc(Br)cc1	2%	12%	5%	19%	-8%	2.9%	6%	11%	1
COc1ccc(NC(=O)COc2ccccc2Cc2ccccc2)cc1S(N)(=O)=O	-4%	-5.1%	19%	.	9%	.	-17%	.	.
O=[N+]([O-])c1cc2c(cc1/C=N/n1c(-c3ccccn3)n[nH]c1=S)OCO2	-9%	-0.3%	15%	42%	17%	-3.7%	-18%	32%	1
CCOC(=O)C1=C(O)/C(=C/c2ccc(CNC(=O)C(=O)Nc3ccc(C)cc3)o2)N=C1C	0%	-9.7%	0%	-38%	12%	-3.8%	-19%	-54%	1.1

Fetched by structure from the list above, 2 records:
SMILES	LYP inhibition	KOR beta-arrestin-1	HEK293 NOD2/NF-kB	human PMI inhibition	KOR beta-arrestin-2	XIAP antagonists	NOD1 inhibition	PMI inhibition	TNAP activators
O=C(NCC1(c2ccccc2)CCCC1)c1ccc(Br)cc1	2%	12%	5%	19%	-8%	2.9%	6%	11%	1
COc1ccc(NC(=O)COc2ccccc2Cc2ccccc2)cc1S(N)(=O)=O	-4%	-5.1%	19%	.	9%	.	-17%	.	.

(further entries)
SMILES	LYP inhibition	KOR beta-arrestin-1	HEK293 NOD2/NF-kB	human PMI inhibition	KOR beta-arrestin-2	XIAP antagonists	NOD1 inhibition	PMI inhibition	TNAP activators
C[N+]1(CC(=O)OCCCC2CCCCC2)CCCC1	-4%	-4.4%	19%	9%	-2%[20 µM]	-4.6%	-10%	6%	1.1
CC(Nc1nc(N2CCN(CCO)CC2)nc2ccccc12)c1ccccc1 (configuration not stated)	-5%	-5.9%	10%	-4%	-19%	-1.5%	-18%	-7%	1.1
COc1ccc(CCNC(=O)COc2nncc3ccccc23)cc1	0%	2.1%	10%	-9%	1%	-3.4%	-16%	-3%	1.1
COc1ccc2cc(C(=O)C3CCCN(C(=O)C4=NN(C)C(=O)CC4)C3)ccc2c1 (configuration not stated)	-6%	-2.4%	12%	.	-6%	.	-25%	.	.
CC(=O)N1CCN(C(=S)c2ccc([N+](=O)[O-])cc2)CC1	-2%	-1.7%	-1%	12%	23%	1.8%	-1%	14%	1.1
Cc1cc(C(=O)COC(=O)CC2Sc3ccccc3NC2=O)c(C)n1-c1ccc(Br)cc1 (configuration not stated)	-5%	6.9%	15%	6%	5%	-6.3%	14%	-1%	1.1
CCN(CC(=O)Nc1ccc(S(N)(=O)=O)cc1)S(=O)(=O)c1cc(C)ccc1OC	-6%	11%	12%	10%	0%	-0.6%	6%	13%	1.1
CC(=O)n1cc([C@H]2C=C(C(=O)NCc3ccccc3)O[C@@H](OCc3ccc(CO)cc3)C2)c2ccccc21	5%	1.6%	6%	-6%	14%	1.5%	-4%	29%	1.1
COc1ccc2c(c1OC)C(=O)N1C2SC[C@H]1C(=O)NC1CC(C)(C)NC(C)(C)C1 (some centres not stated)	-2%	-0.9%	-14%	18%	21%	38%	-26%	17%	1
CCOCC(=O)Nc1nnc(C2CCCCC2)s1	-3%	-4.7%	-23%	23%	43%	-2.3%	-37%	5%	1.1
COc1ccc(Cl)cc1-n1c(N)c(C(N)=O)sc1=S	1%	4.0%	-11%	23%	-19%	-3.1%	-46%	-1%	1.1
Brc1ccc(-c2nc(-c3ccccn3)no2)o1	-6%	-4.6%	-25%	-2%	-27%	-4.0%	42%	-1%	1.1
COc1cc(Cl)ccc1OCc1cc(C(=O)N2CCN(c3ccccn3)CC2)no1	-5%	0.9%	18%	.	-20%	.	-4%	.	.
COCCCNC(=O)c1cc(C(=O)c2ccccc2Br)c[nH]1	-5%	-5.6%	15%	0%	-4%	-5.4%	-13%	2%	1.1
CC1(C)CC(=O)c2c(O)cc(OCc3ccc(Br)cc3)cc2O1	1%	4.8%	-77%	9%	-12%	-11%	-40%	8%	1.1
CCc1nn(CC(=O)NCCCN(C)Cc2ccccc2)c(=O)c2cc3sc(C)cc3n12	-5%	3.1%	2%	.	2%	.	-30%	.	.
N#Cc1ccccc1Sc1ccccc1C(=O)OCC(=O)NC1CCS(=O)(=O)C1 (configuration not stated)	-7%	-2.0%	21%	22%	-25%	-7.6%	-9%	12%	1
CCn1ncc(C2=NOC(C(=O)Nc3cccc(C(C)=O)c3)C2)c1C (configuration not stated)	2%	5.3%	2%	-2%	-12%	-1.5%	-15%	2%	1
CCOC(=O)c1c(-c2ccccc2)oc2ccc(OCC(=O)NNC(=O)CCCC(=O)O)cc12	-9%	2.8%	-32%	.	-35%	.	13%	.	.
CCc1nc2ccc(C)cc2c(C(=O)Oc2cccc3cccnc23)c1C	3%	5.9%	3%	10%	-18%	-9.0%	38%	14%	1
O=[N+]([O-])c1ccc(-c2ccc(C=Nc3cccc4ccccc34)o2)cc1	7%	-4.2%	13%	39%	-37%	-0.2%	-25%	70%*	0.9
